Screens as filed in PubChem BioAssay.
uPA generation = cell surface uPA generation inhibition; cell surface uPA generation assay, qHTS; Potency, µM (top dose mostly 38.3 µM), for the others: at the top dose activity change, negative = inhibition, actives largely listed as inhibitors; 0.31% of 330,000 active; AID 540303; active means well fitted inhibition curve with a large enough effect; inconclusive means small, poorly fitted or top-dose-only effect; inactive means no such curve, though single readings can be large or run the other way; tested in mouse RAW 264.7 cells; further: potency means the concentration at half of the fitted maximal effect; on the % scale 0 is the no-effect control and ±100 the full control effect; nearly all actives have a fitted effect of over 55% in size
TSHR antagonist = human thyrotropin receptor antagonism; TSHR-expressing cells, TSH-stimulated cAMP HTRF, 2 h; active compounds read low; activity change, negative = inhibition, % at 11.5 µM; 0.2% of 330,000 active; AID 504810;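 active means activity change below a set negative limit, meaning inhibition stronger than a set level, cut at about -70% in these data; inconclusive means activity change between two set negative limits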; further: on the % scale 0 is the no-effect control and ±100 the full control effect
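TSHR-expressing cells, 200/well, pre-treated with compound, then stimulated with EC80 TSH (4nM final) for 2 hours at 37 deg C. cAMP measured by competitive HTRF: anti-cAMP cryptate antibody in lysis buffer plus cAMP-d2, read after 30 minutes at room temperature.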
Tb PFK inh = inhibitors of T. brucei phosphofructokinase | O15648 | T. brucei PFK, ADP-Glo luminescence | Potency, µM (series often up to 57.5 µM), inactives show at the top dose activity, negative = inhibition, usual class: inhibitors | 0.17% of 330,000 active;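 further: potency means the concentration at half of the fitted maximal effect; 0% = uninhibited 1x PFK enzyme wells and -100% = no-enzyme wells; nearly all actives have a fitted effect of over 60% in size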
Target sequence (O15648 whole entry, looked up): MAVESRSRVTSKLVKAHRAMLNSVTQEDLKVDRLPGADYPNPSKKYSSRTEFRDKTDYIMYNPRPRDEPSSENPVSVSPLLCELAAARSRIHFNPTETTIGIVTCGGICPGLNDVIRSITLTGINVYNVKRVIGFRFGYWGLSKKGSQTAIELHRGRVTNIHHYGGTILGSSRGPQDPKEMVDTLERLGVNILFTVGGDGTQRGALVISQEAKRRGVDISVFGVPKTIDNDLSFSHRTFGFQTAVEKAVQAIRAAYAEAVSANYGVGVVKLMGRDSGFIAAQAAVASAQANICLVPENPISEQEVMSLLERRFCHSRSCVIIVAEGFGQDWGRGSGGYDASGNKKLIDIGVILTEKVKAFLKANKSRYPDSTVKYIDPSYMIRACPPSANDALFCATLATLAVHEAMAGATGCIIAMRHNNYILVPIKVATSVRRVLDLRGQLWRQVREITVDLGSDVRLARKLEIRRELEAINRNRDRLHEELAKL
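Compounds were pin-transferred as a titration series up to 57 uM into substrate buffer (0.5 mM F6P, 0.1 mM ATP, pH 8.0), then 1.25 nM PFK was added and reactions ran 45 min before ADP-Glo detection.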
Mito fusion yeast = inhibitors of mitochondrial division or activators of mitochondrial fusion; S. cerevisiae fusion-defective mutant growth rescue, CellTiterGlo 48 h; Potency, µM (top dose mostly 46.1 µM), for the others: at the highest dose growth rescue (activation), most hits filed as activators; 0.23% of 320,000 active;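 further: potency means the concentration at half of the fitted maximal effect; % of control where 0% means no effect; nearly all actives have a fitted effect of over 45% in size; temperature-sensitive fusion mutants such as fzo1-1 at 37 °C on non-fermentable ethanol glycerol medium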
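Temperature-sensitive fusion-defective S. cerevisiae (e.g. fzo1-1, mgm1-5) were grown with compound in YPEG medium (3% ethanol, 3% glycerol) for 48 hours at 37C. Growth rescue was measured as viability by CellTiterGlo luminescence after 10 minutes at ambient.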
ELG1 repair inh = inhibitors of ELG1-dependent DNA repair in HEK293T cells; 2.3% of 330,000 active; HEK293T ELG1-luciferase reporter, luminescence, 16 h; DNA damage induced by 5-fluorouridine; AID 504467; Potency, µM (series often up to 46.1 µM), without a hit: at the highest dose activity change, negative = inhibition, hits mostly inhibitors; further: potency means the concentration at half of the fitted maximal effect; on the % scale 0 is the no-effect control and ±100 the full control effect; nearly all actives have a fitted effect of over 55% in size
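HEK293T cells expressing luciferase-tagged ELG1 (2,000/well) received 5-Fluorouridine plus compound or DMSO for 16 hr at 37 °C. Luciferase was read by ONE-Glo luminescence after 30 min at room temperature.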
B2AR arrestin = beta2AR (human) beta-arrestin recruitment activity; P07550; beta-arrestin recruitment to beta2AR, cell-based reporter; Potency, µM (titrated, usually from 46.1 µM), inactives show top-dose activation, hits mostly activators; 0.02% of 330,000 active;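 further: potency means the concentration at half of the fitted maximal effect; 0% = DMSO controls and full agonism = EC100 isoproterenol or metaproterenol; nearly all actives have a fitted effect of over 65% in size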
Target sequence (P07550 whole entry, looked up): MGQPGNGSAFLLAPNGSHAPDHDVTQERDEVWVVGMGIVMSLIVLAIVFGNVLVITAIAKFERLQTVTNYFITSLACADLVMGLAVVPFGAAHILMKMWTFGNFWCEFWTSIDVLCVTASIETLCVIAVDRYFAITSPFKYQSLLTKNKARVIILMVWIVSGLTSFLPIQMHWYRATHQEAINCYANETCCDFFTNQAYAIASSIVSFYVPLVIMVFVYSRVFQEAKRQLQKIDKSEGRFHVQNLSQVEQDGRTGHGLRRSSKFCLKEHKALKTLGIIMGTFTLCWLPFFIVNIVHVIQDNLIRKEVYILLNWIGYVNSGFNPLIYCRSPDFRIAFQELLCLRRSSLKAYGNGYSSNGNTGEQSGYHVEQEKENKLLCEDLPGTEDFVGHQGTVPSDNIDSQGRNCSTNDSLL
Chronic BCR inh = inhibitors of chronic active B-cell receptor signaling | ABC-DLBCL IkBa-CBG/CBR reporter, luminescence ratio, 4 h | Potency, µM (highest dose often 46.1 µM), inactives show at the top dose ratio change, negative = lower green/red ratio, usual class: inhibitors | 0.05% of 340,000 active | AID 493014; active means well fitted inhibition curve with a large enough effect in the signal ratio, with a control signal flat, not every such curve was filed as active; inconclusive means small, poorly fitted or top-dose-only effect, or effect the other way, or a change in a side signal; the % refers to the signal ratio;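 further: potency means the concentration at half of the fitted maximal effect; plate controls were basal doxycycline-induced cells for no effect and cells given 10 µM MG132 for full effect; MG132 reads +100%, hits lower the ratio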
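TMD8 human ABC-DLBCL cells with doxycycline-inducible IκBα–green luciferase fusion and unfused red luciferase, in 0.5% FBS medium; compounds up to 46 uM, 4 h at 37C. Green/red luminescence ratio, filter-overlap corrected, fitted to concentration-response curves.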
Eya2 phos inh = inhibitors of human Eya2 phosphatase activity; O00167; 0.006% of 330,000 active; AID 488837; Potency, µM (highest dose often 76.9 µM), without a hit: at the top dose activity, negative = inhibition, actives largely listed as inhibitors; recombinant Eya2, OMFP fluorescence dephosphorylation (OMFP is methylfluorescein phosphate); further: potency means the concentration at half of the fitted maximal effect; on the % scale 0 is the no-effect control and ±100 the full control effect
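Eya2 (0.2 uM) preincubated 10 min at ambient with compound, then OMFP substrate added at 50 uM; 10 min reaction in 50 mM HEPES pH 7.5, 50 mM NaCl, 5 uM MgCl2, 0.05% BSA, 1 mM DTT. Fluorescence read at Ex 485/Em 525 nm.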
TCR act = T cell receptor activation; primary human leukocytes, anti-CD3, IL-2 HTRF, 48 h; Potency, µM (series often up to 9.22 µM), for the others: top-dose activation of IL-2 secretion, most hits filed as activators; 330,000 tested, under 10 active; AID 504894; further: % of control where 0% means no effect
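TCR engagement came from a-CD3 beads alone, with compounds added to primary human leukocytes for 48 hr. Secreted IL-2 bridged europium cryptate- and d2-labelled anti-IL-2 antibodies, giving FRET emission at 665nm after 320nm excitation.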
TSG101-PTAP inh = blocks PTAP/TSG101 interaction to inhibit HIV-1 budding; Q99816; Potency, µM (top dose mostly 115 µM), for the others: at the highest dose activity change, negative = inhibition, most hits filed as inhibitors; Fluorescence polarization, FITC-PTAP peptide / Tsg101 binding; 340,000 tested, under 10 active; active means well fitted inhibition curve with a large enough effect in the main read-out, with a control signal flat, not every such curve was filed as active; inconclusive means small, poorly fitted or top-dose-only effect, or effect the other way, or a change in a side signal; inactive means no such curve, though single readings can be large or run the other way; further: potency means the concentration at half of the fitted maximal effect; % of control where 0% means no effect
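Tsg101 binding domain (10 uM final) was mixed with compound and a FITC-labeled PTAP peptide (50 nM final) in HEPES pH 7.5 buffer with NaCl, Tween 20, EDTA and TCEP; fluorescence polarization was read after 20 min at r.t.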
USP2a block = USP2a (human) protease inhibition; O75604; USP2 core, Ub-CHOP2 coupled fluorogenic reporter, 485/531; Potency, µM (series often up to 38.3 µM), for inactives: at the highest dose activity change, negative = inhibition, usual class: inhibitors; 0.01% of 330,000 active; AID 463254;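 further: potency means the concentration at half of the fitted maximal effect; plate controls were DMSO wells for no effect and full inhibition by NEM control for full effect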
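USP2 core (10nM final) preincubated 30min RT with compound in 20mM Tris-HCl pH 8.0, 2mM CaCl2, 2mM beta-mercaptoethanol, 0.05% CHAPS; 25nM Ub-CHOP2 plus 25nM reporter substrate added, fluorescence (Ex485/Em531) read after 60min.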
An asterisk follows results filed as active; u = inconclusive; x = no result given; [ ] = remark or other dose. Unless noted, the call rests on the fitted dose curve; in most records, active means well fitted curve in the direction sought with a large enough effect; inconclusive means small, poorly fitted or top-dose-only effect, or another doubt; inactive means no such curve, though single readings can be large; an effect the other way counts as inactive or inconclusive.

#	molecule	TCR act	TSG101-PTAP inh	TSHR antagonist	USP2a block	uPA generation	B2AR arrestin	ELG1 repair inh	Mito fusion yeast	Eya2 phos inh	Chronic BCR inh	Tb PFK inh
1	O=C(CCSCCc1ccccn1)Nc1nccs1	-9%	0%	-1	3%	12%	-0.2%	0%	-4%	16%	u	2%
2	COc1ccc(OC)c(NC(=S)N(CCc2c(C)[nH]c3ccc(C)cc23)Cc2cccs2)c1	-1%	1%	7	-1%	16%	-0.5%	-28%	6%	-12%	3%	-5%
3	Nc1[nH]nc2ncc3cc4ccccc4nc3c12	3%	-3%	16	-6%	-12%	-0.3%	-5%	18%	-15%	u	-1%
4	CCOC(=O)c1ccc(-c2csc(NC(=O)CN3CCC(C)CC3)n2)cc1	6%	-1%	1	-1%	0%	0.3%	1%	17%	6%	u	0%
5	CC(C)OC(=O)c1ccc(NC(=O)c2cncc(Br)c2)cc1	1%	-1%	-14	5%	-5%	-0.7%	u	-2%	-5%	u	6%
6	O=C(/C=C/c1ccc(Cl)cc1Cl)n1cccn1	6%	-2%	12	-4%	-6%	4.9%	11%	4%	-14%	1%	-3%
7	COc1cccc(-n2c(=O)c3c(C)c(C(=O)N(C)C)sc3n(CC(=O)NCC3CCCO3)c2=O)c1 (stereo unspecified)	1%	-2%	4	3%	-6%	-0.2%	3%	-2%	-7%	5%	-3%
8	CC(=O)c1ccc(N(C(=O)Cc2c[nH]c3ccccc23)C(C(=O)NC2CCCCC2)c2cccs2)cc1 (stereo unspecified)	-30%	10%	-3	1%	0%	0.3%	u	4%	9%	u	15%
9	O=C(C(Cl)Cl)N1CCN(c2ccccn2)CC1	-3%[46.1 µM]	-1%	2	1%	4%	-0.6%	-2%	-7%	5%	5%	0%
10	COc1ccc(C(=O)Nc2c(Cl)cc(Cl)cc2C(=O)N2CCC(C)CC2)cc1	4%	0%	28	2%	-8%	-0.6%	1%	6%	0%	u	-1%
11	Cc1csc(NC(=O)c2ccoc2C)n1	4%	-3%	3	-1%	-2%	-0.5%	u	-2%	6%	22%	-4%
12	CC(C)(C)NC(=O)C(c1ccc(-c2ccccc2)cc1)N(C[C@H]1CC[C@@H]([C@@H]2CC[C@H](CO)O2)O1)C(=O)c1ccc(C(C)(C)C)cc1 (stereo partly specified)	1%[46.1 µM]	-1%	-7	-14%	u	-0.6%	u	x	-15%	0%	-2%
13	Cc1ccc(C)c(N2CCN(S(=O)(=O)c3ccc(-c4ccc(=O)[nH]n4)o3)CC2)c1	-4%	0%	9	2%	4%	0.0%	2%	8%	-7%	7%	-1%
14	CC(=O)c1c(C)nc(-c2ccc3c(c2)OCO3)n1O	0%	-6%	1	-1%	-1%	-0.1%	30%	-2%	17%	u	-3%
15	Cc1nc(N2CCN(c3ccccn3)CC2)c2c(C)c(C(=O)N3CCN(c4cccc(Cl)c4)CC3)sc2n1	1%	0%	0	0%	-2%	-0.3%	12µM*	-3%	-5%	5%	2%
16	Cc1cccc2c(=O)cc(C)n(CC(=O)N3CCCCC3)c12	0%	-7%	2	1%	4%	-0.3%	1%	0%	7%	-1%	-3%
17	O=C(CCc1nc(-c2ccccc2Cl)no1)NC1CCCC1	1%	-4%	0	0%	8%	0.6%	-3%	-1%	-6%	2%	2%
18	COc1ccc(CN(C)CC(=O)Nc2cccc3ccccc23)cc1F	0%	-3%	-6	0%	-3%	-0.7%	-13%	15%	-2%	-2%	0%
19	Cc1c(Cc2ccccc2)c(=O)oc2c(CN(C)C)c(O)c(Cl)cc12	8%[46.1 µM]	-5%	-27	-2%	x	0.4%	2%	6%	-7%	-2%	-10%
20	O=[N+]([O-])c1ccc(-c2nnc(-c3ccccc3)c(NCCCO)n2)cc1	-8%[46.1 µM]	-2%	3	2%	1%	-0.2%	-27%	-2%	0%	u	1%
21	CC(OC(=O)c1cccc(S(=O)(=O)N2CCCCCC2)c1)C(=O)Nc1ccc(S(N)(=O)=O)cc1 (stereo unspecified)	-1%	1%	-6	0%	0%	-0.8%	-8%	0%	9%	1%	21%
22	Cc1ccc(N(CC(O)CN2C(=O)NC(C)(C)C2=O)S(=O)(=O)c2ccc(C)cc2)cc1 (stereo unspecified)	-2%	0%	7	3%	-1%	0.4%	12%	13%	1%	2%	12%
23	COc1ccnc(CN(C)C(=O)C2CCC(=O)N(Cc3cccc(C(F)(F)F)c3)C2)c1 (stereo unspecified)	3%	1%	-16	0%	-3%	-0.2%	-5%	1%	21%	-1%	3%
24	CCn1c(SCC(=O)Nc2ccccc2)nnc1-c1cccs1	0%	0%	-6	-2%	3%	0.6%	-7%	-6%	-3%	-6%	1%
25	Cc1ccc(CNC(=O)c2ccc(NC(=O)C3=CSCCO3)cc2)cc1	2%	0%	-22	4%	-3%	-1.1%	25%	3%	0%	0%	4%
26	Cc1cccc(C)c1OCC(=O)NCC1CCCO1 (stereo unspecified)	2%	1%	-1	5%	-4%	0.1%	7%	-2%	u	4%	-2%
27	CCOC(=O)CNC(=O)CNC(=O)c1nn(-c2ccc(OC)c(Cl)c2)c(=O)c2ccccc12	-4%	-20%	14	-2%	22%	0.0%	5%	5%	0%	0%	1%
28	Nc1n[nH]c(C2CC2)c1N=Nc1ccc(Cl)cc1	-2%	0%	-13	-1%	-7%	0.4%	-2%	7%	-3%	-12%	1%
29	O=C(NCCCN1CCOCC1)c1ccc(CSc2ccc(Cl)cc2)cc1	-1%	1%	0	1%	-6%	0.0%	u	-3%	-11%	4%	u
30	Cc1cccc(N2CCN(C(=O)c3ccoc3C)CC2)c1C	1%[46.1 µM]	-6%	-3	0%	0%	-0.2%	-5%	12%	8%	-6%	5%
31	COCCCNC(=O)CN(CCc1ccccc1)S(=O)(=O)c1ccc(OC)cc1	3%	2%	-2	0%	5%	0.4%	-3%	5%	6%	-2%	0%
32	O=C(c1ccco1)N1CCN(CCOc2ccccc2)CC1	-7%	-2%	22	8%	-2%	-0.4%	-17%	0%	2%	16%	6%
33	O=C1CSC(c2cccc([N+](=O)[O-])c2)N1CCN1CCCCC1 (stereo unspecified)	11%	-1%	-10	1%	0%	0.5%	8%	-2%	-2%	-5%	1%
34	CCC(C)(C)NC(=O)CN(C(=O)CNS(=O)(=O)c1ccccc1)c1ccccc1	-4%	-6%	-2	1%	-6%	-0.2%	-1%	2%	-4%	2%	-1%
35	COc1ccc(C2C(C(=O)N3CCN(C)CC3)c3ccccc3C(=O)N2C2CCCCC2)cc1 (stereo unspecified)	3%	-9%	12	-1%	-4%	7.6%	-5%	6%	-2%	-21%	10%
36	CCCCOC(=O)C1=C(C)Nc2nnnn2C1c1ccc(OC)c(OC)c1OC (stereo unspecified)	2%	-4%	6	-2%	0%	0.1%	13%	3%	-6%	-5%	-3%
37	CC(OC(=O)c1cc2c(ccc3ccccc32)oc1=O)c1nc2ccccc2s1 (stereo unspecified)	-1%[46.1 µM]	1%	6	4%	-4%	-0.9%	7%	19%	0%	17%	7%
38	CC(C)CCN1CCN(Cc2cccs2)CC1CCO (stereo unspecified)	-2%	-1%	-2	2%	-2%	-0.2%	-2%	-1%	-10%	-1%	-4%
39	Cc1cccc(/C=N/NC(=O)c2cc(-c3cccnc3)nc3ccccc23)c1	4%	0%	-15	0%	8%	0.2%	4%	7%	-9%	1%	12%
40	N/C(=N\OC(=O)COc1ccccc1)c1ccccn1	-2%	-4%	14	2%	-12%	0.3%	u	-1%	5%	u	1%
41	Cc1ccc(CC(=O)NCC(C)C)cc1	-4%	-5%	21	1%	x	0.0%	0%	-6%	17%	1%	0%
